# FLuc counter: qHTS profiling assay for firefly luciferase inhibitor/activator using purifed enzyme and Km concentrations of substrates (counterscreen for miR-21 project). Luciferin 4-monooxygenase (Photinus pyralis), P08659. purified FLuc, Km substrates, luminescence inhibition. Potency, µM (series often up to 57.5 µM), inactives show top-dose activity change, negative = inhibition, actives largely listed as inhibitors. hit rate 6.9% among 360,000; active means well fitted inhibition curve with a large enough effect; inconclusive means small, poorly fitted or top-dose-only effect;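 further: plate controls were vehicle for no effect and reference inhibitor for full effect; nearly all actives have a fitted effect of over 55% in size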
# Target sequence (P08659 whole entry, looked up): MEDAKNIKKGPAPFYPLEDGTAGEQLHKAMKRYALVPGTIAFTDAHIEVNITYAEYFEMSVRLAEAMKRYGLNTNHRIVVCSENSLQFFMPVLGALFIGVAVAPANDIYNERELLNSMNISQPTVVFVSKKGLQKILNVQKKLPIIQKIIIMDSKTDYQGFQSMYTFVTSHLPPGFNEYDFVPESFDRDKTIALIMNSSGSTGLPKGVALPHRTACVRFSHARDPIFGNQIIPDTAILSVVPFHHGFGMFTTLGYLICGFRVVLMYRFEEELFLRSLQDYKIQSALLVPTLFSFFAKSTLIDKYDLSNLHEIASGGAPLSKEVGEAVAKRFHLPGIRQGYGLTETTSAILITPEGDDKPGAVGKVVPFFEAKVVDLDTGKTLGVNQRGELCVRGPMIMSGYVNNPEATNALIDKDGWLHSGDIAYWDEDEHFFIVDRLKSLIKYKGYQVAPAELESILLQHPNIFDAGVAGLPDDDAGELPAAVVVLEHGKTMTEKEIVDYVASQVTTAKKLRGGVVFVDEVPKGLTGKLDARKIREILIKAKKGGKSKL
#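 Purified P. pyralis luciferase, 10 nM final, with Km-level 10 uM D-luciferin and 10 uM ATP in 50 mM Tris acetate pH 7.5, 10 mM Mg acetate, 0.01% Tween-20, 0.05% BSA; 6-point qHTS titration about 60 µM downward; luminescence read.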
# * = called active by the depositor; u = inconclusive. Potency means the concentration at half of the fitted maximal effect. Only part of the results is shown; the hit share may differ from the screen's.
> CCc1ccc(CNC(=O)CCCN2C(=O)CCn3nc(-c4cccn4C)cc32)cc1
  FLuc counter: 1%
> COC(=O)C1CCN(C(c2ccccc2)c2sc3nc(-c4ccco4)nn3c2O)CC1 (configuration not stated)
  FLuc counter: -18%
> CCOc1ccc(CNC(=O)CCn2cccn2)cc1OC
  FLuc counter: 0%
> COc1ccc(F)cc1S(=O)(=O)NCC(c1ccco1)S(=O)(=O)c1ccc(F)cc1 (configuration not stated)
  FLuc counter: -7%
> COc1ccc(Cn2c(SCc3ccc(C(=O)NCc4cccs4)cc3)nc3ccncc32)cc1
  FLuc counter: -12%
> COc1cc(-c2noc(CSc3nc(-c4ccc(F)cc4)cc(=O)[nH]3)n2)cc(OC)c1OC
  FLuc counter: -6%
> CCOc1ccccc1NC(=O)N1CCC2(CC1)Oc1ccccc1C(=O)N2Cc1ccccc1F
  FLuc counter: -1%
> CCOC(=O)Cn1c(=N)n(Cc2ccc(C(C)(C)C)cc2)c2ccccc21
  FLuc counter: 1%
> O=C(Nc1ncc(Cc2ccccc2Cl)s1)c1ccc2c(c1)CC(c1ccccc1)OC2=O (configuration not stated)
  FLuc counter: -1%
> CCNC(=O)c1c(NC(=O)Cc2coc3cc(C)cc(C)c23)sc2c1CCCC2
  FLuc counter: -2%

> CC(C)c1ccc(NC(=O)C(Cc2ccccc2)n2cccc2)cc1 (configuration not stated)
  FLuc counter: -11%
> COc1ccc(C2CC(=O)c3c([nH]c(C(=O)OCc4ccccc4)c3C)C2)cc1OC (configuration not stated)
  FLuc counter: 4%
> CCC1CCCCN1S(=O)(=O)c1cc(C(=O)Nc2ccc(C)c(F)c2)ccc1F (configuration not stated)
  FLuc counter: 2%
> COc1ccccc1CNC(=O)c1cc2c(-c3ccc(Cl)cc3)nn(C)c2s1
  FLuc counter: -7%
> CCN(CCCNC(=O)c1cc2c(=O)[nH]c3ccc(C)cc3c2s1)Cc1ccccc1
  FLuc counter: -1%
> COc1ccc(OCC(=O)NCc2ccc3c(c2)CCN3C(=O)c2cccc(C)c2)cc1
  FLuc counter: -16%
> CC(=O)N1CCc2cc(Br)cc(S(=O)(=O)N3CCC(C(=O)Nc4cccc(C)c4C)CC3)c21
  FLuc counter: 2%
> CCOc1ccc(CCNC(=O)C2CCN(c3ncnc4c3nc3n4CCCCC3)CC2)cc1
  FLuc counter: -8%
> O=C(CCn1cnc2onc(-c3ccc(F)cc3)c2c1=O)Nc1cccc(C(F)(F)F)c1
  FLuc counter: -1%
> O=C(NCc1ccccc1)C(=O)NCC(c1cccs1)S(=O)(=O)c1ccccc1 (configuration not stated)
  FLuc counter: 2%

> Cn1ncc2c(Nc3cccc(C#N)c3)ncnc21
  FLuc counter: -3%
> COc1ccc(N2CCN(c3oc(/C=C/c4cccc(OC)c4)nc3C#N)CC2)cc1
  FLuc counter: -1%
> CC(=O)c1[nH]c(C)c(C(=O)NCc2ccc(Cl)cc2)c1C
  FLuc counter: -9%
> Cc1ccc(Cn2c(SCC(=O)NCc3ccccc3Cl)nc3ccsc3c2=O)cc1
  FLuc counter: 4%
> O=C(O)c1cc(-n2c(/C=C\c3ccc(F)cc3)nc3ccccc3c2=O)ccc1Cl
  FLuc counter: 24µM*
> Cc1ccc(NC(=O)CSc2c3c(nc4ccccc24)CCCC3)cc1F
  FLuc counter: -18%
> CCOC(=O)c1[nH]c(C)c(CCC(=O)N2CCN(c3ccc(OC)cc3)CC2)c1C
  FLuc counter: -1%
> COc1ccc(-c2cc(C(C)=O)c(C)n2CCC(=O)Nc2cccc(C)c2C)cc1
  FLuc counter: -1%
> CCOC(=O)c1ccc(NC(=O)c2ccc3c(c2)NC(=O)c2ccccc2S3)cc1
  FLuc counter: -15%
> Cc1cccc(N(C)C(=O)CCS(=O)(=O)c2ccc3c(c2)n(C)c(=O)c(=O)n3C)c1
  FLuc counter: -1%

> O=C(NC1CC1)c1ccc(Cn2c(SCc3ccccc3F)nc3cccnc32)cc1
  FLuc counter: 4.8µM*
> COc1ccc(NC(=O)c2sc3nc4c(cc3c2N)CCCCCC4)cc1OC
  FLuc counter: -2%
> Cc1cccc(NC(=O)Cn2nc3c4ccccc4n(Cc4ccccc4)cc-3c2=O)c1
  FLuc counter: 5%
> CCCCC(=O)Nc1ccc(C(=O)OCc2cc(=O)n3nc(C4CC4)sc3n2)cc1
  FLuc counter: -3%
> CC(C)CCN1C(=O)c2ccccc2CC1(C)C(=O)NC1CCCCC1 (configuration not stated)
  FLuc counter: 0%
> CCOc1ccc2nc(N(Cc3cccnc3)C(=O)C3CCCCC3)sc2c1
  FLuc counter: 2%
> Cc1cc(N2CCN(C)CC2)nc2ccc(NC(=O)Nc3ccc(F)cc3F)cc12
  FLuc counter: u
> Cc1ccc2c(c1)C(c1ccccc1)N(C(=O)c1ccc(OC(C)C)cc1)CC(=O)N2 (configuration not stated)
  FLuc counter: -2%
> CCOC(=O)c1sc2ccccc2c1S(=O)(=O)Nc1ccc(C(C)=O)cc1
  FLuc counter: u
> Cc1ccc(NC(=O)C2CC(=O)N(c3ccc(OC(C)C)cc3)C2)cc1 (configuration not stated)
  FLuc counter: -5%

> COc1ccc(Cn2c(C(=O)O)c(CNC3CCCCC3)c3ccc(C)cc32)cc1
  FLuc counter: -2%
> CCN(CC)S(=O)(=O)c1ccc2c(c1)N(CC(=O)NCc1ccccc1)C(=O)C1CCCCN21 (configuration not stated)
  FLuc counter: 5%
> COc1ccc(CNC(=O)CN2C(=O)COc3ccc(S(=O)(=O)N4CCCCCC4)cc32)cc1
  FLuc counter: -14%
> COc1ccc(S(=O)(=O)c2c(C(=O)c3ccc(C)c(C)c3)cnc3ccc(F)cc23)cc1
  FLuc counter: -1%
> COc1ccc(C2N3CC4(C)CN2CC(c2ccccc2)(C3)C4=O)cc1OC (configuration not stated)
  FLuc counter: 3%
> CCOc1ccccc1CNC(=O)c1ccc2nc(N3CCC(C)CC3)sc2c1
  FLuc counter: u
> Cc1cccc(N2CCN(C(=O)c3ccc4c(c3)N(Cc3ccccc3)C(=O)c3ccccc3S4(=O)=O)CC2C)c1 (configuration not stated)
  FLuc counter: 1%
> Cc1ccc(N(C)C(=O)Cn2cc(S(=O)(=O)N3CCCC3)c(S(=O)(=O)N3CCCC3)c2)cc1
  FLuc counter: -5%
> COc1ccc(Br)cc1CNC(=O)C1COc2ccccc2C1 (configuration not stated)
  FLuc counter: -13%
> Cc1ccc(CNC(=O)CN2C(=O)C3CCCCN3c3ccc(C(=O)N(C)C)cc32)cc1 (configuration not stated)
  FLuc counter: 2%

> Cc1cc(NC(=O)C2CCN(S(=O)(=O)c3ccc(Br)s3)CC2)ccc1Br
  FLuc counter: -3%
> COc1ccc(CNC(=O)C2=Cc3cccc(OC)c3OC2)cc1OC
  FLuc counter: 0%
> CCOC(=O)C1CCCN(C(=O)Cn2ncc3c4ccccc4n(C)c3c2=O)C1 (configuration not stated)
  FLuc counter: -9%
> Cc1ccc(CNC(=O)Cn2ccn(-c3ccc(C)c(C)c3)c(=O)c2=O)cc1
  FLuc counter: -9%
> Cc1cc(C)c(Cn2c(=O)n(CCCC(=O)NCc3ccc4c(c3)OCO4)c(=O)c3sccc32)c(C)c1
  FLuc counter: 4%
> COc1ccc(-c2nc3c4ccccc4n(CC(=O)N4CCN(c5ccccc5OC)CC4)c(=O)n3n2)cc1
  FLuc counter: 2%
> O=C(CSCc1ccc(F)cc1)N1CCc2c([nH]c3ccccc23)C1c1ccccc1 (configuration not stated)
  FLuc counter: -2%
> COc1ccc(N2CCN(C(=O)COc3ccccc3C#N)CC2)cc1
  FLuc counter: 0%
> Cc1ccc(NC(=O)CCS(=O)(=O)c2ccc(Br)s2)c(Br)c1
  FLuc counter: -3%
> CCOc1ccc(-c2cc3c(=O)n(CC(=O)Nc4c(C)cccc4C)ccn3n2)cc1
  FLuc counter: -3%

> COc1ccc2c(c1)NC(c1cccnc1)=NC(c1ccc(F)cc1)=N2
  FLuc counter: u
> COc1ccc(-c2nc3cc(C(C)C)ccc3o2)cc1NC(=O)COc1ccc(C)cc1C
  FLuc counter: -3%
> COc1ccccc1N1CCN(S(=O)(=O)CCNC(=O)Cc2ccc(Cl)cc2)CC1
  FLuc counter: 1%
> Cc1ccc(S(=O)(=O)c2nc(S(=O)(=O)c3ccc(C)cc3)c(NC(C)C)s2)cc1
  FLuc counter: 4%
> CSc1ncc(C(=O)NCc2cccc(Br)c2)c(-c2ccccc2)n1
  FLuc counter: -3%
> CCn1nc(C)c2c(-c3ccccc3)cc(=O)n(C(C)C(=O)Nc3cc(C)ccc3C)c21 (configuration not stated)
  FLuc counter: -10%
> COc1ccccc1Cc1nc2ccccc2nc1SCC(=O)N1CCN(c2ccccc2)CC1
  FLuc counter: -1%
> CCCCN(CC)CCNC(=O)c1nn(C)c2c1CS(=O)(=O)c1ccccc1-2
  FLuc counter: u
> CCc1ccc(NC(=O)CSc2nccn2-c2ccc(F)cc2)cc1
  FLuc counter: -13%
> COCCNC(=O)CCn1c(=O)c2cc(OC)c(OC)cc2n(CC(=O)Nc2ccc(Cl)cc2F)c1=O
  FLuc counter: -4%

> COc1cc(Nc2nc(SCC(=O)c3ccc(Cl)c(Cl)c3)nc3ccccc23)cc(OC)c1
  FLuc counter: -1%
> Cc1cc(C)nc(-n2nc(C)c3c2N(Cc2ccccc2)C(=O)CC3c2ccc(Cl)cc2)n1 (configuration not stated)
  FLuc counter: -10%
> Cn1ncc2c(NCc3ccc(F)cc3)ncnc21
  FLuc counter: 2%
> CCOc1ccc(NC(=O)C(=O)NCCc2ccccc2)cc1
  FLuc counter: 1%
> Cc1c(Cl)cccc1NC(=O)CCn1c(=O)c2cccn2c2ccccc21
  FLuc counter: -3%
> CCOc1cc(CNC(=O)C2CCN(c3nc4ccccc4[nH]3)CC2)cc(OCC)c1OCC
  FLuc counter: u
> Cc1ccc(CNC(=O)C2CCN(S(=O)(=O)Cc3ccccc3)CC2)cc1
  FLuc counter: 0%
> COc1cccc2sc(NC(=O)CS(=O)(=O)c3ccc(C)cc3)nc12
  FLuc counter: u
> COc1cc2oc(=O)c(CC(=O)NCCc3ccccc3)c(C)c2cc1Cl
  FLuc counter: -2%
> Cc1ccc(Sc2c(C)nn(C(C)(C)C)c2OC(=O)CC(C)C)cc1
  FLuc counter: 5%

> O=C(NCCc1ccccc1)c1nn(-c2ccccc2Cl)nc1CO
  FLuc counter: -1%
> Cc1ccc(OCC(=O)Nc2nonc2-c2ccc(Br)cc2)cc1
  FLuc counter: -9%
> COc1cc(CNC(=O)c2cnc(SC)nc2-c2ccccc2)cc(OC)c1OC
  FLuc counter: -1%
> COc1ccccc1CNC(=O)CN1C(=O)CCCc2ccccc21
  FLuc counter: -1%
> Cc1[nH]c2ccccc2c1SCCNC(=O)c1ccccc1F
  FLuc counter: -10%
> CCOc1ccccc1NS(=O)(=O)c1cnc(N)nc1
  FLuc counter: -2%
> CC(C)c1ccc(Nc2c(-c3ccsc3)nc3ccc(Cl)cn23)cc1
  FLuc counter: -5%
> Cc1ccc(NC(=O)Cn2nc(-c3ccncc3)ccc2=O)cc1Cl
  FLuc counter: -11%
> COc1cc(C(=O)N2CCC(c3nc4ccccc4o3)CC2)cc(OC)c1OC
  FLuc counter: -2%
> CCC1CN(C(=O)Nc2cccc3c2CCCC3)c2ccccc2O1 (configuration not stated)
  FLuc counter: 2%

> CC(=O)c1ccc(S(=O)(=O)Nc2ccc(-c3ccc(N4CCCCCC4)nn3)cc2)cc1
  FLuc counter: 11µM*
> COc1cc(OC)c(N(C)C(=O)c2nn(C)c3c2CSc2ccccc2-3)cc1Cl
  FLuc counter: -1%
> CC(C)c1ccc(OC(=O)c2cc(-c3ccccc3)on2)cc1
  FLuc counter: u
> O=C(NC1CC(=O)N(c2cccc(F)c2)C1)c1ccc(S(=O)(=O)N2CCCCC2)cc1 (configuration not stated)
  FLuc counter: -8%
> CC(=O)Nc1cc(-c2ccccc2)nn1Cc1cccc(Cl)c1
  FLuc counter: -2%
> CC(C)CN1CCc2nc(Nc3ccc(F)cc3F)ncc2C1
  FLuc counter: u
> Cc1cccc(NC(=O)C2CCN(S(=O)(=O)c3ccc(F)cc3)CC2)c1C
  FLuc counter: -11%
> Cc1cccc(C)c1OCC(=O)NCC1(N2CCOCC2)CCCCC1
  FLuc counter: -8%

# 16 of the compounds above, bar-delimited.
structure | FLuc counter
COc1cc(CNC(=O)c2cnc(SC)nc2-c2ccccc2)cc(OC)c1OC | -1%
COc1ccccc1CNC(=O)CN1C(=O)CCCc2ccccc21 | -1%
Cc1[nH]c2ccccc2c1SCCNC(=O)c1ccccc1F | -10%
CCOc1ccccc1NS(=O)(=O)c1cnc(N)nc1 | -2%
CC(C)c1ccc(Nc2c(-c3ccsc3)nc3ccc(Cl)cn23)cc1 | -5%
Cc1ccc(NC(=O)Cn2nc(-c3ccncc3)ccc2=O)cc1Cl | -11%
COc1cc(C(=O)N2CCC(c3nc4ccccc4o3)CC2)cc(OC)c1OC | -2%
CCC1CN(C(=O)Nc2cccc3c2CCCC3)c2ccccc2O1 (configuration not stated) | 2%
CC(=O)c1ccc(S(=O)(=O)Nc2ccc(-c3ccc(N4CCCCCC4)nn3)cc2)cc1 | 11µM*
COc1cc(OC)c(N(C)C(=O)c2nn(C)c3c2CSc2ccccc2-3)cc1Cl | -1%
CC(C)c1ccc(OC(=O)c2cc(-c3ccccc3)on2)cc1 | u
O=C(NC1CC(=O)N(c2cccc(F)c2)C1)c1ccc(S(=O)(=O)N2CCCCC2)cc1 (configuration not stated) | -8%
CC(=O)Nc1cc(-c2ccccc2)nn1Cc1cccc(Cl)c1 | -2%
CC(C)CN1CCc2nc(Nc3ccc(F)cc3F)ncc2C1 | u
Cc1cccc(NC(=O)C2CCN(S(=O)(=O)c3ccc(F)cc3)CC2)c1C | -11%
Cc1cccc(C)c1OCC(=O)NCC1(N2CCOCC2)CCCCC1 | -8%

# High-throughput results from PubChem.
